# From PubChem BioAssay
# Lipid storage S3 = qHTS Assay for Lipid Storage Modulators in Drosophila S3 Cells. Drosophila S3 cells, BODIPY lipid droplet fluorescence, 18-24 h; cells fed with added oleic acid. AID 2685. 320,000 tested, 0.64% active. Potency in µM for hits, for the others lipid storage change, negative = inhibition, % at the top dose, mostly 46.1 µM; active = well fitted inhibition curve with a large enough effect in the signal ratio, with a control signal flat, not every such curve was filed as active; inconclusive = small, poorly fitted or top-dose-only effect, or effect the other way, or a change in a side signal; the % refers to the signal ratio
#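 Drosophila S3 cells got compounds at several concentrations plus oleic acid (400 uM solution). Laser-scanning cytometry with 488 nm excitation read lipid droplets at 500-530 nm and cells at 575-640 nm. Percent activity was relative to 20 uM Triacsin C.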
# Lipid storage S3 cell count max = also measured in Lipid storage S3; calls as there; cell number change, %; measured here: cell count max response;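 cells counted by Cell Tracker Red CMTPX staining in the red channel; peak over a dose series mostly up to 46.1 µM; percent activity relative to internal control wells on each plate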
# Numbers without * were called inactive; i = inactive; ? = inconclusive; / = no result given; [ ] = remark or other dose. % is scaled to controls: 0 for no effect and ±100 for the full control effect; potency is read from the fitted curve at half-maximal effect. The list is partial (hit frequency here may not be typical).
1	O=C(NCC(=O)N1CCN(S(=O)(=O)c2ccccc2F)CC1)c1ccc(Br)o1
2	COC(=O)CN1C(=O)C2(C(C#N)=C(N)Oc3ccccc32)C2=C1CC(C)(C)CC2=O (stereo unspecified)
3	Cc1cc(Cl)ccc1NNC(N)=S
4	S=c1[nH]nc(-c2ccco2)n1/N=C/c1c(Cl)cccc1Cl
5	CC(C)[C@H](NC(=O)c1ccccc1)C(=O)Nc1ccc2c(c1)OCO2
6	CCOc1ccc(-n2c(O)c(/C=N/c3ccnn3Cc3ccncc3)c3ccccc3c2=O)cc1
screen / no. | 1 | 2 | 3 | 4 | 5 | 6
Lipid storage S3 | ? | ? | 0.2% | ? | 0.0% | ?
Lipid storage S3 cell count max | / | / | 23.6 | / | -13.9 | /

7	COc1ccc(/C=C2\SC(=O)N(CC(=O)Nc3cccc(C)c3)C2=O)cc1O
8	COc1ccc(-c2noc(-c3ccccc3C(=O)NCc3ccco3)n2)cc1OC
9	COc1ccccc1-n1nnnc1SCC(=O)NC1CC1
10	Cn1c(=O)c2c(SCC(=O)N3CCOCC3)nc(-c3ccccc3Cl)nc2n(C)c1=O
11	CC(C)C(=O)Nc1ccc(Sc2ccc(F)cc2)cc1
12	CCCCN(C(=O)Cc1cccc(F)c1)c1c(N)n(CCC)c(=O)[nH]c1=O
screen / no. | 7 | 8 | 9 | 10 | 11 | 12
Lipid storage S3 | ? | ? | ? | i | -20.0% | ?
Lipid storage S3 cell count max | / | / | / | -19.8 | 14.3 | /

13	Cc1ccc(CNC(=O)C(=O)c2cn(CC(=O)N3CCCC3)c3ccccc23)cc1
14	CC1C=CCC2C(=O)N(c3ccccc3OC(=O)c3cccs3)C(=O)C12 (stereo unspecified)
15	O=C1C2C(C(=O)N1c1nccs1)C1C=CC2C12CC2 (stereo unspecified)
16	COc1ccc(/C=C(/C(=O)Nc2ccccc2C(=O)N2CCCC2)c2ccccc2)cc1
17	CN1CCN(C(=O)c2ccc3c(=O)n(-c4ccc(F)cc4)c(=S)[nH]c3c2)CC1
18	CCCc1c(C)nc(N2CCN(c3ccccc3F)CC2)[nH]c1=O
screen / no. | 13 | 14 | 15 | 16 | 17 | 18
Lipid storage S3 | i | 11.6%[9.22 µM] | 2.3% | -21.5% | 14.4% | 22.2%
Lipid storage S3 cell count max | 15.6 | 1.5 | 10.1 | -15.0 | 18.4 | 15.5

19	COc1ccc(-n2cc(CN(C)C(C)c3ccncn3)c(-c3cccc(F)c3)n2)cc1 (stereo unspecified)
20	O=c1oc(Nc2cccc(Cl)c2)nc2ccccc12
21	CCOc1ccc(N=C2NC(=O)C(CC(=O)Nc3ccccc3)S2)cc1 (stereo unspecified)
22	CCOC(=O)N1CCN(C(=O)/C(=C/c2cccc3ccccc23)NC(=O)c2ccc(OC)c(OC)c2)CC1
23	COc1ccc(S(=O)(=O)NCc2ccccc2)cc1Br
24	c1cncc(-c2nnc3n2CCC3)c1
screen / no. | 19 | 20 | 21 | 22 | 23 | 24
Lipid storage S3 | 10.9% | ? | -3.3% | ? | ? | 4.5%
Lipid storage S3 cell count max | -0.8 | / | -5.7 | / | / | 5.7

25	Cc1nnc(N/N=C/c2ccccc2F)n1N
26	CC1CCN(C(=O)c2cccc(S(=O)(=O)N3CCCCC3)c2)CC1
27	O=c1c2ccccc2c(C=Nc2ccc(O)cc2)c(O)n1Cc1ccccc1
28	N#Cc1ccc2c(c1)C[C@]1(CCCCN3C(=O)c4ccccc4C3=O)Oc3cc(-c4ccccc4)oc(=O)c3[C@H]2O1
29	O=C(c1ccc(Cl)cc1)C1CCCN(Cc2cccn2-c2cccnc2)C1 (stereo unspecified)
30	CCOC(CNC(=O)c1ccc2c(c1)ncn2-c1ccccc1OC)OCC
screen / no. | 25 | 26 | 27 | 28 | 29 | 30
Lipid storage S3 | 5.9% | 8.5% | -28.7% | 1.1%[9.22 µM] | 6.2% | ?
Lipid storage S3 cell count max | / | 4.3 | -15.5 | / | -0.5 | /

31	CN(Cc1ccccc1)C(=O)c1[nH]cnc1C(=O)N[C@@H](Cc1ccccc1)C(=O)OC(C)(C)C
32	CC(C)C(c1nnnn1CCc1ccccc1)N1CCN(C(=O)c2ccco2)CC1 (stereo unspecified)
33	CCCSC1=C(C#N)C(c2cccs2)CC(=O)N1 (stereo unspecified)
34	O=C(COC(=O)Cc1ccsc1)Nc1ccc(Br)cc1F
35	CC(=O)/C=C1/SC(CC(=O)O)C(=O)N1c1ccccc1 (stereo unspecified)
36	CCCCn1c(N)c(N(CCOC)C(=O)c2ccc(-c3ccc([N+](=O)[O-])cc3)o2)c(=O)[nH]c1=O
screen / no. | 31 | 32 | 33 | 34 | 35 | 36
Lipid storage S3 | ? | ? | ? | ? | -7.4% | 9.9%
Lipid storage S3 cell count max | / | / | / | / | -0.8 | -12.4

37	Cc1c2c(nc3ccccc13)CCC(C(C)(C)C)C2 (stereo unspecified)
38	O=c1cc(-c2cccc(Br)c2)nc(-c2ccccc2F)o1
39	Cc1c(C(=O)N2CCCCC2C)sc2ncnc(N3CCc4ccccc4C3)c12 (stereo unspecified)
40	O=C(CNS(=O)(=O)c1ccccc1)N/N=C/c1ccccc1[N+](=O)[O-]
41	CSc1cccc(NC(=S)N(CCC(C)C)C(C)c2ccncc2)c1 (stereo unspecified)
42	CC(C)Cn1c(N)c(C(=O)COC(=O)c2cccnc2Cl)c(=O)n(C)c1=O
screen / no. | 37 | 38 | 39 | 40 | 41 | 42
Lipid storage S3 | -22.5% | ? | 3.0% | i | 0.9% | 26.9%
Lipid storage S3 cell count max | -24.1 | / | -12.9 | 7.2 | -1.8 | 13.2

# Single records (already shown). Order of values: Lipid storage S3	Lipid storage S3 cell count max
# CC(C)Cn1c(N)c(C(=O)COC(=O)c2cccnc2Cl)c(=O)n(C)c1=O is listed with 26.9%	13.2
# O=C(CNS(=O)(=O)c1ccccc1)N/N=C/c1ccccc1[N+](=O)[O-] is listed with i	7.2
# CSc1cccc(NC(=S)N(CCC(C)C)C(C)c2ccncc2)c1 (stereo unspecified) is listed with 0.9%	-1.8
# Cc1c2c(nc3ccccc13)CCC(C(C)(C)C)C2 (stereo unspecified) is listed with -22.5%	-24.1
# O=c1cc(-c2cccc(Br)c2)nc(-c2ccccc2F)o1 is listed with ?	/

# Other entries follow.
43	C=C(C)Cn1c(=S)[nH]c2ccccc2c1=O
44	CCOc1ccccc1C(=O)NC1CCNCC1
45	O=C(Nc1ccsc1C(=O)O)c1cccc(Oc2ccccc2)c1
46	CC1(C)Cc2c(C#N)c(OCC(=O)c3ccc(Cl)cc3)nc(-c3ccco3)c2CO1
47	Cc1cc(C)n(-c2nc(-n3nc(C)cc3C)c3c4c(sc3n2)COC(C)(C)C4)n1
48	O=c1ccc2ccc(OCc3nnc(-c4ccccc4Br)o3)cc2o1
screen / no. | 43 | 44 | 45 | 46 | 47 | 48
Lipid storage S3 | ? | ? | ? | ? | -18.6% | 23.6%
Lipid storage S3 cell count max | / | / | / | / | -16.3 | -17.0

49	CCOC(=O)NC(=O)/C(C#N)=C(/C)N(C)C
50	OC1COC(O)C(O)C1O (stereo unspecified)
51	O=C(Nc1ccc(CN2CCS(=O)(=O)CC2)cc1)c1ccccc1
52	Oc1ccc(/C(Cc2ccccn2)=N\Nc2ccccc2)c(O)c1
53	Cc1ccc(S(=O)(=O)N2CCN(C(=O)c3ccc4c(c3)OCO4)CC2)cc1
54	Cc1cccc2cc3c(N)c(C(=O)N4CCCc5ccccc54)sc3nc12
screen / no. | 49 | 50 | 51 | 52 | 53 | 54
Lipid storage S3 | 4.2% | 10.9% | ? | ? | i | ?
Lipid storage S3 cell count max | 3.3 | 2.9 | / | / | 2.6 | /

55	CC1CCCC(NS(=O)(=O)c2cc3c(cc2Cl)NC(=O)CO3)C1C (stereo unspecified)
56	N#CCCN(C(=O)COC(=O)CCc1nc2ccccc2c(=O)[nH]1)c1ccc(F)cc1
57	Cc1ccc(NC(=O)CS(=O)CC(=O)N(c2ccc(C)cc2)C(C)C(=O)NC2CCCCC2)cc1 (stereo unspecified)
58	CC(=O)c1cccc(NC(=S)NCCc2ccc(Cl)cc2)c1
59	O=C(CNC(=O)c1ccc(Br)o1)NNC(=O)c1ccccc1
60	CCOC(=O)c1ccccc1NC(=O)COC(=O)CSc1ccccc1
screen / no. | 55 | 56 | 57 | 58 | 59 | 60
Lipid storage S3 | ? | ? | -4.4% | ? | ? | ?
Lipid storage S3 cell count max | / | / | -8.5 | / | / | /

61	Cc1ccccc1NC(=O)c1ccccc1NC(=O)Cc1cccc2ccccc12
62	Cn1cnc(S(=O)(=O)NC2CCN(Cc3c(F)cccc3Cl)CC2)c1
63	Cc1ccc(NC(=O)Cc2c[nH]c3ccccc23)cc1S(=O)(=O)N1CCCCCC1
64	CCOC(=O)N1CCN(C(=O)N2CCOCC2)CC1
65	Fc1cccc(/C=N/Nc2ccc(Cl)nn2)c1
66	NC(=O)N1CCN(C(=O)c2ccco2)CC1
screen / no. | 61 | 62 | 63 | 64 | 65 | 66
Lipid storage S3 | ? | 14.8% | 14.7% | ? | ? | ?
Lipid storage S3 cell count max | / | / | -11.7 | / | / | /

67	CNC(=S)N/N=C/c1c(C(=O)OC)cnn1-c1ccc(F)cc1F
68	O=C(CSc1ccc(F)cc1)Nc1ccc2c(c1)C(=O)NC2=O
69	CCCC(O)(c1ccc(Cl)cc1)C(CN1CCOCC1)c1ccccc1 (stereo unspecified)
70	CCOc1ccc(Br)cc1S(=O)(=O)N1CCSC1
71	Cc1ccc(OCc2ccc(C(=O)O)o2)cc1C
72	COc1ccccc1N1CCN(C(c2cccs2)C(C)NC(=O)C(=O)N2CCOCC2)CC1 (stereo unspecified)
screen / no. | 67 | 68 | 69 | 70 | 71 | 72
Lipid storage S3 | -3.5% | i | ? | -18.7% | i | ?
Lipid storage S3 cell count max | 9.1 | 24.2 | / | -7.7 | 16.3 | /

73	Cc1nn(C)cc1C(=O)Nc1cc(Oc2ccc(Cl)cc2)cc([N+](=O)[O-])c1
74	COC(=O)c1ccc(NC(=O)C2CCCCC2C(=O)O)cc1 (stereo unspecified)
75	O=C(N/N=C/c1c(F)c(F)c(F)c(F)c1F)c1ccc(Cn2cc(Br)cn2)o1
76	Cc1ccc(C(=O)NCCc2n[nH]c(=S)n2C)cc1
77	O=C(NCCc1ccc(Cl)cc1)c1ccc2nc[nH]c2c1
78	CN(c1ccc(C(=O)NCCSCc2c(F)cccc2Cl)cc1)S(C)(=O)=O
screen / no. | 73 | 74 | 75 | 76 | 77 | 78
Lipid storage S3 | ? | 3.2% | ? | ? | ? | 8.2%
Lipid storage S3 cell count max | / | -14.5 | / | / | / | 1.9

79	O=C(Nc1cccc(Br)c1)c1cc2ccccc2o1
80	CCOC(=O)C1=C(C)Nc2nc3ccccc3n2C1c1cccs1 (stereo unspecified)
81	CCCS(=O)(=O)N1CCCC(C(=O)NCCN(C)Cc2ccccc2)C1 (stereo unspecified)
82	CCN(CC)CCNC(=O)CCc1c(C)nc2c(c(C)nn2-c2ccc(C)c(C)c2)c1C
83	COc1ccc(NC(=O)N2CCC(C(=O)c3ccc(F)cc3)CC2)cc1
84	CC(=O)Nc1nnc(-c2c(-c3ccccc3Cl)noc2C)o1
screen / no. | 79 | 80 | 81 | 82 | 83 | 84
Lipid storage S3 | ? | 3.8% | ? | -3.0% | 0.7% | 0.0%
Lipid storage S3 cell count max | / | -15.6 | / | / | / | 6.5

85	NC(=O)C1CCN(C(=O)COc2ccc3ccccc3c2Br)CC1
86	COc1cccc(N2CCN(c3ncccn3)CC2)c1
87	Cc1ccnc(NS(=O)(=O)c2ccc(NC(=O)c3ccc(C)o3)cc2)n1
88	O=c1nc2sc3ccccc3n2c(=O)n1-c1ccc(Cl)cc1
89	CCN(CC)c1ccc(NC2CC(=O)N(CCc3ccc(OC)cc3)C2=O)cc1 (stereo unspecified)
90	O=C(CCNS(=O)(=O)c1ccc(Cl)cc1)N1CCOCC1
screen / no. | 85 | 86 | 87 | 88 | 89 | 90
Lipid storage S3 | 15.7% | -4.5% | 5.4% | 0.2% | ? | ?
Lipid storage S3 cell count max | 19.9 | 5.7 | -9.0 | / | / | /

# An excerpt of these results, with two lines to a compound.
# Each structure is followed by: Lipid storage S3, Lipid storage S3 cell count max
[53] Cc1ccc(S(=O)(=O)N2CCN(C(=O)c3ccc4c(c3)OCO4)CC2)cc1
    i, 2.6
[54] Cc1cccc2cc3c(N)c(C(=O)N4CCCc5ccccc54)sc3nc12
    ?, /
[55] CC1CCCC(NS(=O)(=O)c2cc3c(cc2Cl)NC(=O)CO3)C1C (stereo unspecified)
    ?, /
[56] N#CCCN(C(=O)COC(=O)CCc1nc2ccccc2c(=O)[nH]1)c1ccc(F)cc1
    ?, /
[57] Cc1ccc(NC(=O)CS(=O)CC(=O)N(c2ccc(C)cc2)C(C)C(=O)NC2CCCCC2)cc1 (stereo unspecified)
    -4.4%, -8.5
[58] CC(=O)c1cccc(NC(=S)NCCc2ccc(Cl)cc2)c1
    ?, /

# Later entries
91	COc1ccc(-c2noc(-c3ccccc3C(=O)NCc3ccco3)n2)cc1
92	CN(C(=O)c1ccc(COc2ccccc2Cl)o1)c1ccccc1
93	CCOC(=O)C1CCCN(C2=NC(=O)/C(=C/c3ccc(OC)c(OC)c3)S2)C1 (stereo unspecified)
94	Fc1ccc2nc(C3CCN(Cc4nc(CC5CC5)no4)CC3)[nH]c2c1
95	Cc1ccc(S(=O)(=O)CCC(=O)Nc2nnc(-c3cccs3)o2)cc1
96	CN(C)C(=O)c1cc(C(=O)c2ccc(F)cc2F)c[nH]1
screen / no. | 91 | 92 | 93 | 94 | 95 | 96
Lipid storage S3 | i | ? | 8.7% | -9.2% | i | -22.8%
Lipid storage S3 cell count max | 0.1 | / | -0.3 | 7.4 | / | -24.1
